# Compound activity (PubChem)
# UBC13 polyUb: inhibitors of human UBC13 polyubiquitin chain formation | AID 485273 | 0.47% of 330,000 active | TR-FRET | inhibition, % at 20 µM; in the data active means inhibition above about 45%, passing the limit was not always enough
# SENP1 inh: blocks the human SENP1 SUMO protease catalytic domain | Q9P0U3 | recombinant SENP1 catalytic domain, CyPet-SUMO1-YPet FRET cleavage | inhibition, % at 10 µM | 0.21% of 360,000 active | AID 624204;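 active means inhibition at least 30% at 10 µM, raw YFP signal under a set limit, fluorescence ratio 0.5 to 1.5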;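 further: 0% = enzyme with DMSO and 100% = no enzyme wells; some results filed as inactive read as strong as hits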
#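 Material – human SENP1 catalytic domain · Input – SENP1 enzyme, 20 pM final · Compound dosing – single concentration of 10 µM compound, 0.5% DMSO final · Timing – enzyme reaction for 50 min at room temperature, dark · Measured by – FRET fluorescence in CFP and YFP emission channels · Control set – no-enzyme wells low, DMSO-plus-enzyme wells high control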
# SENP6 block: inhibitors of human SENP6 protease | Recombinant SENP6 catalytic domain, aminoluciferin luminescence | 1.8% of 330,000 active | inhibition, % at 10 µM;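 active means inhibition above about 50% at the single tested dose, limit read from the data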;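 further: plate controls were DMSO wells with enzyme for no effect and DMSO wells lacking enzyme for full effect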
# A3G deaminase: inhibitors of human APOBEC3G DNA deaminase. Q9HC16. recombinant A3G, ssDNA deamination FAM/TAMRA fluorescence. inhibition, % at 20 µM. 0.28% of 330,000 active. AID 493012;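 active means inhibition of at least 40% at 20 µM, with no more than 30% in the related APOBEC3A deaminase screen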;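 further: plate controls were DMSO wells with A3G for no effect and wells lacking A3G enzyme for full effect; some compounds called inactive have numbers as strong as hits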
# SENP8 block-1: SENP8 protease inhibition | Q96LD8 | purified SENP8, Z-RLRGG-aminoluciferin cleavage, luminescence | inhibition, % at 10 µM | 1.2% of 330,000 active | AID 2540; in the data active means inhibition above about 50%
# SENP7 block: inhibitors of human SENP7 protease; recombinant SENP7, Z-RLRGG-aminoluciferin luminescence, 40 min; inhibition, % at 5 µM; 1.5% of 330,000 active; Q9BQF6;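 active means inhibition above about 50% at the single test dose, limit read from the data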;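 further: plate controls were DMSO with enzyme for no effect and no enzyme buffer wells for full effect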
# Apaf-1 inh: inhibitors of human Apaf-1 apoptosome; inhibition, % at 20 µM; 0.71% of 330,000 active; reconstituted apoptosome caspase-3 activity, DEVD-Rh110 fluorescence; O14727; active means inhibition of at least 40% at 20 µM;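 further: plate controls were DMSO wells for no effect and DEVD-CHO caspase inhibitor wells for full effect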
# Target sequence (O14727 whole entry, looked up): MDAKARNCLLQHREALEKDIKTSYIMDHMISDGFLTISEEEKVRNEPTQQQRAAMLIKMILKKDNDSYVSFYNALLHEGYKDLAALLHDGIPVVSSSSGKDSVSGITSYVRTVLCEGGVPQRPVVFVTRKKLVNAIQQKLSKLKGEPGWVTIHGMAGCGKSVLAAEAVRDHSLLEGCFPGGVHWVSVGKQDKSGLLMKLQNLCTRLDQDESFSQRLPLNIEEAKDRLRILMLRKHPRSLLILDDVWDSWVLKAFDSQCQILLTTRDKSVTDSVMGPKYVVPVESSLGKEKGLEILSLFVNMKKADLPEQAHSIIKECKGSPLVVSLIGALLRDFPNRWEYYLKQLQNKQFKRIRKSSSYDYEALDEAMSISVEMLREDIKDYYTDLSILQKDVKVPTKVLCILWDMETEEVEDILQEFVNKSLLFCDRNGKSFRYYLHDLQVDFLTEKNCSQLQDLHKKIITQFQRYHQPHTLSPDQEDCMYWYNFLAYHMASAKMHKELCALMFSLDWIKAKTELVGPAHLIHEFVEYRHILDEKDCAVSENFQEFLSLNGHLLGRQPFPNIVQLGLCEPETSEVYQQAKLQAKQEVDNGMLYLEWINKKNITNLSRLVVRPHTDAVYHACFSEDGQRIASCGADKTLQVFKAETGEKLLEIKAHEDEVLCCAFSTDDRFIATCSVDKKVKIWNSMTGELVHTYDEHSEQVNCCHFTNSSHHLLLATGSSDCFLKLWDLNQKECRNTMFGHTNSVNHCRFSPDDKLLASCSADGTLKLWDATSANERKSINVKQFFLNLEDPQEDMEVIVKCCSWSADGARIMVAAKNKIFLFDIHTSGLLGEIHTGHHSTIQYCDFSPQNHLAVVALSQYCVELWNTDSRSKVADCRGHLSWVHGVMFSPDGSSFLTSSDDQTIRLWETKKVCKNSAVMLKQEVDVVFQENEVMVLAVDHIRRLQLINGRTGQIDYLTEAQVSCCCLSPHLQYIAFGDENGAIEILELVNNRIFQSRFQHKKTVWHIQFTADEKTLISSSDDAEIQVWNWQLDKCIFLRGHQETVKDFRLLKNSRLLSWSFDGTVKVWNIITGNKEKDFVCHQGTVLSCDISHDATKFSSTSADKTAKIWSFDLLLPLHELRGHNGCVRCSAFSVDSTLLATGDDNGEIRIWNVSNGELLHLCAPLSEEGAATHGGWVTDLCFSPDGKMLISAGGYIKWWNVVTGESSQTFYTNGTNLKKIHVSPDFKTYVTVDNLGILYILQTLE
#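 System: reconstituted apoptosome with Apaf-1, cytochrome c, caspase-9, procaspase-3, dATP; Signal: Rh110 fluorescence intensity; Schedule: 30 min compound preincubation, 50 min activation, room temperature; Reagent: cytochrome c trigger plus (Z-DEVD)2-Rh110 caspase-3 substrate.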
# SENP8 block-2: inhibitors of human SENP8 protease; inhibition, % at 20 µM; Q96LD8; 0.64% of 360,000 active; recombinant SENP8, Nedd8 substrate fluorescence; AID 602440; in the data active means inhibition mostly above about 40%, no sharp cut-off; inactive means mostly below about 27%
# The depositor's hits bear a star; x = not tested or not shown.
Molecule	UBC13 polyUb	SENP1 inh	SENP6 block	A3G deaminase	SENP8 block-1	SENP7 block	Apaf-1 inh	SENP8 block-2
CCCN(C(=O)C1CCN(S(=O)(=O)c2ccc(OC)c(OC)c2)CC1)C1CCS(=O)(=O)C1 (stereo unspecified)	-4.5	0.0	-11.1	-8.5	5.4	-2.5	1.0	8.8
O=C(c1ccccc1)N1CCN(C(=O)c2cc3nc(-c4ccccc4)cc(C(F)(F)F)n3n2)CC1	2.2	-2.8	-5.0	-5.8	-6.7	-7.4	16.5	-105.5
CC(=O)Oc1ccc(Cn2cnc3cc4ccccc4cc32)cc1	6.4	1.2	10.0	-7.7	0.0	2.2	-3.3	3.2
Cc1cccc(N=Nc2cnc(N)s2)c1	-12.0	-1.8	55.5*	2.3	18.1	46.5	11.5	11.9
Cc1ccc2c(=O)c(C(=O)NCc3cccs3)c[nH]c2c1	0.6	-1.0	-37.0	-9.3	3.1	4.1	-6.8	-1.7
N#Cc1c(-c2ccccc2Cl)cc(C2CC2)nc1N	-6.5	1.6	-28.0	13.2	-6.1	-12.0	11.2	-313.1
Cc1ccc(C(=O)NCC(=O)OCC(=O)c2ccc3c(c2)NC(=O)CO3)cc1	-5.3	0.8	-13.1	-1.8	4.0	0.1	11.9	7.6
O=C1CSC(=S)N1c1ccc(O)cc1	-1.7	0.5	-5.7	-3.8	7.7	-2.5	-7.9	20.5
O=C(Nc1ccc2c(c1)OCO2)C1COc2ccccc2O1 (stereo unspecified)	-10.1	-2.2	-7.0	2.4	-6.0	3.7	4.6	26.3
CCOc1ccccc1NC(=O)c1ccc([N+](=O)[O-])cc1	5.3	x	11.7	-6.7	0.3	-7.0	-2.1	x
COC(=O)c1cc(C(=O)Nc2nnc(C3CC3)s2)cc([N+](=O)[O-])c1	-9.6	0.5	-15.2	-8.9	-9.8	-8.8	8.1	17.7
CCOCCCNCC(=O)N1CCN(S(=O)(=O)c2ccc(C)cc2)CC1	3.1	1.5	14.4	0.8	2.1	2.6	-2.9	20.0
c1ccc(N=Nc2cn[nH]c2-c2ccco2)cc1	2.5	3.2	-2.9	14.9	3.7	4.0	3.1	20.4
Cc1[nH]nc2c1C(CCc1ccccc1)C(C#N)=C(N)O2 (stereo unspecified)	10.2	-2.5	20.6	-6.0	5.8	-3.7	-8.3	-23.8
Cc1noc(C(=O)Nc2cccc(O)c2)c1Cl	-1.0	1.4	24.3	-7.6	6.6	22.9	-17.1	26.4

# Remaining list, next part
Molecule	UBC13 polyUb	SENP1 inh	SENP6 block	A3G deaminase	SENP8 block-1	SENP7 block	Apaf-1 inh	SENP8 block-2
COc1ccc(NC(=O)C2CCCCN2N)cc1OCC(C)C (stereo unspecified)	1.2	-0.9	-19.0	4.2	1.9	-3.9	0.2	22.8
CCOC(=O)C(Cc1ccc(OC)c([N+](=O)[O-])c1)NC(=O)CCC(=O)Nc1ccc(OC)cc1 (stereo unspecified)	-3.8	1.9	8.1	-5.3	-6.0	-5.0	5.5	0.1
CCOc1ccc(NC(=O)CSc2nc3c([nH]c4ccccc43)c(=O)n2C)cc1	-6.9	2.5	7.6	-7.9	7.6	-6.4	-18.4	-61.2
CCCc1c(C)c(C#N)c2nc3ccccc3n2c1NCCCN1CCOCC1	1.3	-18.4	4.3	-2.0	-11.0	-8.0	-5.7	-341.0
CCc1sc(C(=O)N2CCN(c3ncccn3)CC2)cc1Br	-3.9	0.7	-6.3	-5.3	-1.2	-2.5	1.5	-2.1
O=C(Nc1ccccn1)C12CC3CC(C1)CC(C(=O)Nc1ccccn1)(C3)C2	6.6	0.2	-16.7	-5.7	-1.4	-3.1	-0.8	13.1
Oc1c(Cl)cc(Cl)cc1CNn1cnnc1	-12.4	-0.2	-2.9	-9.3	1.7	14.6	-5.9	11.5
CCc1nnc(NC(=O)c2ccc(S(=O)(=O)N3CCOCC3)cc2)s1	3.5	1.5	-8.4	1.5	7.2	3.7	0.4	24.9
O=c1[nH]c2cc(Cl)ccc2c(O)c1-c1cccc(Oc2ccccc2)c1	2.9	3.4	5.5	-4.8	10.7	-0.3	-3.0	-379.9
CN(C)c1nc(N)c([N+](=O)[O-])c(NCc2ccccc2)n1	3.4	2.8	-1.8	-2.7	1.0	4.3	7.0	16.9
COCCn1c(SCC(=O)Nc2sccc2C(N)=O)nc2cc(Cl)ccc2c1=O	-0.2	-4.8	12.1	-4.5	-8.1	7.3	14.0	2.8
CC(=O)NC1C(=O)N(CC(C)C)c2ccccc21 (stereo unspecified)	-3.5	1.0	-15.4	-3.4	-12.2	-9.8	0.8	18.0
CCC(=O)NC(=S)Nc1ccc(NC(=O)COc2ccc(Cl)c(C)c2)cc1	-5.3	0.9	-10.6	-1.7	7.2	4.9	5.2	7.4
O=C(NCc1cccnc1)c1ccc(N2CCOCC2)c([N+](=O)[O-])c1	2.3	1.7	-17.2	-2.7	-1.6	-8.1	-9.5	8.0
OCc1nc2ccccc2n1CCCOc1ccccc1	2.9	-0.3	-11.7	0.7	2.6	-1.4	-22.4	9.8

# Fetched by compound from the list above, two records:
Molecule	UBC13 polyUb	SENP1 inh	SENP6 block	A3G deaminase	SENP8 block-1	SENP7 block	Apaf-1 inh	SENP8 block-2
COc1ccc(NC(=O)C2CCCCN2N)cc1OCC(C)C (stereo unspecified)	1.2	-0.9	-19.0	4.2	1.9	-3.9	0.2	22.8
CCOC(=O)C(Cc1ccc(OC)c([N+](=O)[O-])c1)NC(=O)CCC(=O)Nc1ccc(OC)cc1 (stereo unspecified)	-3.8	1.9	8.1	-5.3	-6.0	-5.0	5.5	0.1

# The listing continues.
Molecule	UBC13 polyUb	SENP1 inh	SENP6 block	A3G deaminase	SENP8 block-1	SENP7 block	Apaf-1 inh	SENP8 block-2
CCCNC(=O)NC(=O)COC(=O)c1oc2ccc(OCC)cc2c1C	0.2	-8.7	13.6	-0.1	-7.7	12.5	0.6	-343.0
CC1=C(C(=O)NC2CC(C)(C)Cc3c2cnn3-c2ccc(C)cc2)OCCO1 (stereo unspecified)	-8.7	1.6	-1.6	-5.9	3.6	-4.9	3.0	1.0
COc1ccc(S(=O)(=O)N2CCC(C(N)=O)CC2)cc1C(=O)N1CCCCCC1	0.6	0.7	-5.8	-5.0	1.6	-12.0	5.8	15.0
CCc1cccc2c(C(=O)CN3C(=O)NC4(CCCCCC4)C3=O)c[nH]c12	-1.6	-7.2	-11.0	-6.5	-8.3	-11.4	27.6	3.1
Cc1ccc(S(=O)(=O)N2CC=C(C(=O)NC3CC3)CC2)cc1	17.2	-0.4	-13.0	-4.4	-3.8	6.9	-24.1	4.3
COCCCNC(=O)c1ccc(NC(C)=O)cc1	1.8	-0.1	-0.8	10.6	-0.5	3.1	1.5	12.2
Cn1cnnc1SCC(=O)Nc1ccc2nc(SCc3ccccc3)sc2c1	21.8	1.3	-3.4	-4.0	-0.5	4.7	11.9	17.7
CCOc1ccc2c(c1)c(=O)c(S(=O)(=O)c1ccc(CC)cc1)cn2C	-4.6	0.1	12.8	-4.3	-0.8	3.1	6.9	-9.3
COc1ccc(-c2noc(C3CCCN(C(=O)c4cccs4)C3)n2)cc1 (stereo unspecified)	10.7	1.3	5.0	-0.7	-3.7	-1.9	7.9	6.7
Cc1ccc(-n2c(SCC(=O)NCCN3C(=O)CSC3=O)nnc2-c2ccccc2)cc1	18.8	1.4	-1.2	-10.3	-3.6	-10.3	-3.1	26.9
O=C(NC1CC1)c1cc(F)c(F)cc1Cl	-1.6	1.7	5.9	-2.2	2.4	2.0	-11.0	4.4
Cc1ccc(NC(=O)c2ccc(NCCc3ccccc3)c([N+](=O)[O-])c2)cc1F	-17.4	6.2	4.1	-3.6	5.2	-0.4	-10.4	25.8
CCOC(=O)C1CCCN(C(=O)c2cncc(Br)c2)C1 (stereo unspecified)	3.5	0.7	1.7	0.9	3.3	7.3	-4.0	17.8
CCN1CCN(C(c2cccs2)C(C)NC(=O)c2cccc(OC)c2)CC1 (stereo unspecified)	8.9	-10.1	-8.2	-5.8	3.4	-2.7	-2.2	17.0
COc1cc(C(=O)N(Cc2ccccn2)CC2CCCO2)cc(OC)c1OC (stereo unspecified)	-4.9	-0.7	3.5	-0.1	-1.4	5.1	-9.1	11.8

# New compounds follow
Molecule	UBC13 polyUb	SENP1 inh	SENP6 block	A3G deaminase	SENP8 block-1	SENP7 block	Apaf-1 inh	SENP8 block-2
Cc1cc(Nc2ccc(N(C)C)cc2)n2ncnc2n1	-2.7	0.1	8.6	-2.8	-0.9	-2.6	-11.0	10.6
CCOC(=O)c1ccc(S(=O)(=O)NNC(=O)COc2ccccc2C)cc1	-8.1	3.2	6.5	-2.7	-3.4	-1.7	-0.6	13.8
COc1ccc(CNC(=O)C(OC(=O)c2ccco2)c2ccc(F)cc2)cc1 (stereo unspecified)	5.8	6.5	12.2	-2.4	-2.0	-1.3	11.2	-0.9
Cc1nn(CC(=O)N2CCN(C(=O)c3ccco3)CC2)c(C)c1[N+](=O)[O-]	11.9	-2.1	-1.5	-6.0	2.1	4.4	-4.8	9.3
Cc1ccc(C(=O)N2CC(=O)Nc3ccc(F)cc3C2c2ccccc2)cc1 (stereo unspecified)	0.7	1.3	-5.5	-5.4	-3.9	-7.5	10.6	17.0
CC1CCCC2(C1)NC(=S)N(c1ccccc1)N2 (stereo unspecified)	3.2	2.2	-17.8	38.6	-0.3	-6.8	-19.7	2.9
Fc1ccc(-c2csc(NC3=NCCC3)n2)cc1	-18.9	2.8	-1.4	-5.7	-12.2	-3.9	-15.9	13.7
Cc1ccc(C(=O)Nc2ccc(Br)c(C(F)(F)F)c2)cc1	3.2	2.9	2.9	-1.9	-1.7	3.3	8.1	1.1
CCOc1ccc(C(=O)NCc2ccncc2)cc1	-2.9	2.6	-16.1	-2.8	-3.5	-6.9	6.6	23.3
Cc1oc(-c2cccc(Cl)c2)nc1CN1CCCC(C(=O)NCc2ccco2)C1 (stereo unspecified)	15.4	0.3	0.0	-0.4	-4.3	2.3	3.9	26.2
COCCNC(=S)N(CCO)Cc1cc2cc3c(cc2[nH]c1=O)OCO3	6.7	-0.9	7.3	-0.2	8.8	-1.2	2.3	-280.4
Cc1ccsc1C(=O)N1CCC(N2CCC(C(=O)NCC3CCCO3)CC2)CC1 (stereo unspecified)	4.5	-22.5	5.1	1.2	1.7	5.6	-5.1	-17.7
CCN(CC)S(=O)(=O)c1ccc(N2CCCC2)c(NC(=O)Cc2ccc(OC)cc2)c1	-13.1	-1.2	-5.2	-8.9	1.2	8.5	-8.9	-1.9
CC(C)NC(=O)Nc1cccc2c1O[C@H](CN(C)C(=O)NC1CCCCC1)[C@@H](C)CN([C@H](C)CO)C2=O	-3.9	1.2	-4.6	-10.6	-15.9	-5.0	13.9	9.6
O=C(CN1CCN(C(=O)c2ccco2)CC1)Nc1cccc([N+](=O)[O-])c1	2.9	3.1	3.4	-4.2	9.1	5.9	-4.8	-1.2

# The list goes on:
Molecule	UBC13 polyUb	SENP1 inh	SENP6 block	A3G deaminase	SENP8 block-1	SENP7 block	Apaf-1 inh	SENP8 block-2
Cc1cc(=O)oc(C)c1C(=O)N1CCN(c2ccc(F)cc2)CC1	-2.5	1.2	5.8	0.6	1.0	2.4	1.9	14.0
CN(C)c1ccc(/C=C/C(=O)c2c(O)c3ccccc3oc2=O)cc1	-13.4	-33.5	12.4	-5.3	-5.6	-0.8	-4.9	-26.2
N/C(=N\OC(=O)c1cccnc1)c1ccccc1Cl	3.1	0.0	-12.6	-6.0	-3.3	2.6	-8.8	3.9
CCOc1ccccc1NC(=O)NCCN1CCCCC1	3.8	2.0	3.6	-1.8	1.8	-4.4	-8.8	9.8
CCN(CC)c1cc(C)c2cc(NC(=O)CNC(C)=O)ccc2n1	3.1	-3.5	1.9	-1.8	8.2	1.1	3.4	-281.8
O=C(C1CCN(S(=O)(=O)c2cccnc2)CC1)N1CCN(c2cccc(Cl)c2)CC1	0.3	1.3	-9.3	-8.2	11.1	0.1	7.6	9.0
O=C(CNC1=NCCC1)c1ccc(Cl)cc1	3.0	3.2	-2.2	-7.5	1.7	4.4	7.6	5.8
